# From PubChem BioAssay
# ARNT-TACC3 inh = disruptors of human ARNT/TACC3 interaction. inhibition, % at 9.99 µM. Q9Y6A5. 390,000 tested, 0.66% active. AlphaScreen His-ARNT PAS-B/GST-TACC3 binding, luminescence; TACC3 fragment carries E629A point mutation. AID 623870;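 active = mean inhibition of replicates at least 50% and at least half of replicates each reaching 50%; inconclusive = half or more replicates reach 50% but mean below 50%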;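 also: 0% = complete ARNT plus TACC3 wells and 100% = ARNT alone without TACC3; many hits fall short of the cut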
# ERp5 block = ERp5 (human) disulfide isomerase inhibition | Q15084 | 350,000 tested, 0.05% active | AID 651711 | inhibition, % at 9.99 µM | ERp5 insulin aggregation, absorbance 650 nm, 90 min;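 active = mean replicate inhibition above about 25%, with every replicate also reaching it, limit read from the data, passing the limit was not always enough; inconclusive = only one of those two criteria met; inactive = neither criterion met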
# Target sequence (Q15084 whole entry, looked up): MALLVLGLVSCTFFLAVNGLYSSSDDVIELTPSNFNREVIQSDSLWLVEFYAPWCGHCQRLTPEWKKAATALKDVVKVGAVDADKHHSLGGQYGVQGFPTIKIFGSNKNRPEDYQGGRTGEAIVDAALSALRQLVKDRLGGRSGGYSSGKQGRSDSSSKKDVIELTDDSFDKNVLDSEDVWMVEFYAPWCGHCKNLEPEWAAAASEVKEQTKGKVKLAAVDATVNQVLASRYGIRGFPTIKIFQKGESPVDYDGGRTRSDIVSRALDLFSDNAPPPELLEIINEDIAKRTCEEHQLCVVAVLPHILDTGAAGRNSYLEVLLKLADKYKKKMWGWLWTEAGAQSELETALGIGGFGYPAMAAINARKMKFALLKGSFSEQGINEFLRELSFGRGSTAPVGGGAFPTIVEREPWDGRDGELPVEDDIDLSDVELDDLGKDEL
# esBAF inh = inhibitors of esBAF chromatin remodeling in mouse ES cells | Bmi1-luciferase knock-in reporter, 24 h; 100% = twice the neutral-well signal | reporter increase, % at 12.5 µM | 350,000 tested, 2% active | AID 602393; in the data active = activation above about 40%; inconclusive = no clear call, values can overlap the other calls;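 also: 0% = median of the plate's neutral control wells and 100% = double that signal; a rise in the Bmi1 reporter signal indicates esBAF inhibition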
# miR-122 sensor = miR-122 inhibition in Huh7 cells; Huh7 miR-122 Renilla luciferase sensor, 48 h; neutral wells = 0, positive control = 100; activation (reporter increase), % at 12.5 µM; 340,000 tested, 0.3% active;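 active = mean replicate activation score at least 90 and every replicate individually at or above 90; inconclusive = only one of the two criteria met; inactive = neither criterion met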;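 also: higher luciferase means less miR-122 activity so hits act as miR-122 inhibitors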
# Statin myotox sup = protects C2C12 myotubes from simvastatin toxicity; ATP luminescence, 48 h; scaled: DMSO 0, geranylgeraniol control 100; rescue of ATP level, % at 7.49 µM; 330,000 tested, 0.78% active; AID 602340;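 active = mean ATP rescue above about 67%, or every replicate alone reaching that limit, limit read from the data, passing the limit was not always enough; inconclusive = no clear call, values can overlap the other calls; inactive = mean under the limit and some replicate under it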;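 also: myotubes were challenged with 10 µM simvastatin during compound exposure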
# Cneo AK release = Cryptococcus neoformans lysis via adenylate kinase release | C. neoformans lysis, adenylate kinase release luminescence, 4 h; normalised: neutral wells 0, clomiphene wells 100 | lysis activity, % at 15 µM | 360,000 tested, 0.2% active;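 active = mean lysis activity across replicates of at least 80%, whatever share of replicates individually reach that level; inactive = mean lysis activity below 80%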
#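 Assay system: Cryptococcus neoformans yeast cells / Dosing: single-point compound dose / Timing: 4 h at 37 °C static, read 1 h later / Measured by: luminescence of released adenylate kinase using an AK detection reagent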
# SIRT5 inh = inhibitors of human sirtuin-5 desuccinylase; Q9NXA8; Purified SirT5, succinyl-peptide AMC, trypsin-coupled fluorescence; inhibition, % at 15 µM; 330,000 tested, 1.1% active; in the data active = inhibition above about 15%; inconclusive = no clear call, values can overlap the other calls
# Target sequence (Q9NXA8 whole entry, looked up): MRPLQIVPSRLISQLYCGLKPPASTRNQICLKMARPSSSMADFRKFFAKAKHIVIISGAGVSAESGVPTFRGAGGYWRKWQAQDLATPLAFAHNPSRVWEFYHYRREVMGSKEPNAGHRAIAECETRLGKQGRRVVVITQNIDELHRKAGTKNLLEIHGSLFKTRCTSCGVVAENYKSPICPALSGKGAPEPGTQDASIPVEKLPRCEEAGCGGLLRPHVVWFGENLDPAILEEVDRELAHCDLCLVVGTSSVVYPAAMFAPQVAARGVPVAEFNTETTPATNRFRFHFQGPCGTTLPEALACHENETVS
# * hit, by the source's call; ? = inconclusive; . = not tested or not shown; [ ] = another dose, or the depositor's remark.
SMILES,ARNT-TACC3 inh,ERp5 block,esBAF inh,miR-122 sensor,Statin myotox sup,Cneo AK release,SIRT5 inh
CCCc1noc(-c2ccc(-c3ccccc3)cc2)n1,-10,.,33,-5,-14,.,.
CCc1nnc(NC(=O)c2cc3c(s2)CCCCC3)s1,.,9,.,1,.,-1,-3
O=C(COC(=O)CSc1cc(Cl)ccc1Cl)NCc1ccc2c(c1)OCO2,-4,4,3,2,-3,1,-4
O=C(Oc1ccc(Br)cc1)c1cncc(Br)c1,-7,.,-5,2,29,7,.
O[C@@H]1[C@@H](O)C=C2CCN3Cc4cc5c(cc4[C@H]1C23)OCO5 (some centres not stated),-3,2,25,-24,43,-2,0
O=C(O)C1(c2ccccc2)CCC(Nc2ccccc2)C1 (configuration not stated),-8,-2,-3,-3,-9,-1,1
COc1ccccc1C(=O)N1C[C@H]2[C@@H](c3ccccc31)[C@@H](CO)N2C(=O)C1CCCCC1,2,0,-2,-10[16.7 µM],-21,-3,-2
Cc1ccc(OCC(=O)Nc2nnc(-c3ccco3)s2)cc1,-7,4,4,-8,9,1,-4
NC(=O)N/N=C/c1sc(=O)n(-c2ccccc2)c1Cl,2,3,.,.,.,.,-2
Cc1ccc(CNC(=O)CCC(=O)N2CC(C)Oc3ccc(Cl)cc32)cc1 (configuration not stated),-5,2,-1,-1,-22,-3,-14
COC(=O)C1=CO[C@@H](C)[C@H]2CN3CCc4c([nH]c5ccccc45)[C@@H]3C[C@H]12,-4,4,2,3,5,-1,2
COc1cccc(C(=O)NC2CCN(CC(=O)Nc3nccs3)CC2)c1,-1,.,3,2,-9,0,.
COc1ccc(S(=O)(=O)N(C)C[C@H]2Oc3ccc(NS(=O)(=O)c4c(C)noc4C)cc3C(=O)N([C@H](C)CO)C[C@H]2C)cc1,.,-4,1,19[16.7 µM],20,-2,0
COc1ccccc1/C=N/NC(=O)CC(=O)NCCc1ccccc1,.,3,.,1,.,3,7
CN1C(=O)c2cc(NC(=O)c3cccs3)ccc2OC[C@H]2O[C@@H](CC(=O)O)CC[C@@H]21,.,.,0,35[16.7 µM],-4,.,.
O=C(c1ccc(Cl)s1)N1CCCC(N2CCN(c3ccc(F)cc3)CC2)C1 (configuration not stated),1,-4,-5,-2,10,0,2
CC(C)NC(=O)N(C)C[C@@H]1Oc2ccc(NS(=O)(=O)c3ccc(F)cc3)cc2CC(=O)N([C@H](C)CO)C[C@H]1C,-2,2,1,1[16.7 µM],6,1,-3
COc1cccc(N=c2oc3cc(O)ccc3cc2C(=O)NCC2CCCO2)c1 (configuration not stated),-7,2,2,-5,-47,-4,-2
Cc1noc(C)c1S(=O)(=O)Nc1ccc2c(c1)C(=O)N([C@H](C)CO)C[C@@H](C)[C@@H](CN(C)C(=O)NC(C)C)OCCCC[C@H](C)O2,-4,0,0,6[16.7 µM],.,-4,1
c1cncc(C(c2nnnn2C2CCCCC2)N2CCN3CCCC3C2)c1 (configuration not stated),-20,.,-1,-5,-3,-3,.
Cc1noc(C)c1S(=O)(=O)Nc1ccc2c(c1)C(=O)N([C@H](C)CO)C[C@@H](C)[C@H](CN(C)Cc1ccc(Cl)c(Cl)c1)O2,6,-6,5,-6[16.7 µM],.,4,0
CC#CCN1c2ccccc2[C@]23C[C@@H](C(=O)OC)N(C(=O)NC(C)(C)C)C2=NC(C(=O)OC)=C(C(=O)OC)[C@H]13,0,-4,-5,10,11,-1,-1
O=C(N/N=C/c1ccncc1)NC12CC3CC(CC(C3)C1)C2,-6,5,.,.,.,0,2
O=C(NCCc1nnc2ccc(SCC(=O)N3CCCC3)nn12)c1ccccc1,-3,-6,.,.,.,-2,1
COC(=O)c1cn(C(=O)OC)c2ccccc12,-15,.,-2,-8,.,1,.

# (list continues)
SMILES,ARNT-TACC3 inh,ERp5 block,esBAF inh,miR-122 sensor,Statin myotox sup,Cneo AK release,SIRT5 inh
O=C(NC[C@@H]1[C@@H](c2ccccc2)[C@H](CO)N1C(=O)Cc1cccnc1)C1CCC1,-2,.,-1,7[16.7 µM],-5,-1,.
O=C(CN(Cc1ccccc1)S(=O)(=O)c1ccccc1)N/N=C/c1ccc([N+](=O)[O-])cc1,5,.,.,3,.,-2,.
CCCNC(=O)C1(C)CCCN(C(=O)/C=C/c2ccccc2)C1 (configuration not stated),.,-3,-3,.,0,3,.
COc1ccc(NC(=O)N(C)C[C@H]2Oc3ccc(NS(=O)(=O)c4ccccc4)cc3C(=O)N([C@@H](C)CO)C[C@@H]2C)cc1,-3,33*,-1,-6[16.7 µM],.,-2,-1
CN1CC(=O)N(CC(=O)Nc2ccc(SC(F)F)cc2)C1=O,18,4,.,-1,.,.,1
COc1ccc(C(=O)NC(=S)N2CCN(C)CC2)cc1Br,2,-5,.,.,.,.,-6
COc1ccc(S(=O)(=O)N(C)C[C@H]2Oc3ncc(/C=C/c4ccccc4)cc3C(=O)N([C@@H](C)CO)C[C@H]2C)cc1,.,.,3,-9[16.7 µM],14,-8,.
CCN1CCN(C(=O)/C=C/c2ccc(OC)c(OC)c2)CC1,-1,1,-3,-7,3,2,-4
Cc1nc2ccc(OC(=O)c3ccccc3)cc2s1,-5,2,2,1,12,-3,-3
CCOc1ccc(N2C(=O)C3C(c4ccccc4)=NN(c4ccccc4)C3C2=O)cc1 (configuration not stated),-14,4,-7,-1,6,3,.
CCCN(CCC)CCCNC(=O)c1cc2c(=O)[nH]c3ccccc3c2n1C,-19,0,.,.,.,.,-3
C[C@@H]1CN([C@@H](C)CO)S(=O)(=O)c2ccc(-c3ccc(C(=O)N(C)C)cc3)cc2O[C@@H]1CN(C)Cc1ccc2c(c1)OCO2,2,-5,4,25[16.7 µM],47,1,1
COc1ccc(NC(=O)c2ccccc2N(Cc2ccccc2)S(C)(=O)=O)cc1,-3,0,5,-1,23,5,-5
COc1ccc(C(=O)NCC(c2ccco2)N2CCCC2)cc1S(=O)(=O)N1CCCCC1C (configuration not stated),-12,-8,-6,-2,-2,-3,4
COc1cc(C(=O)N2CCN(C3CCCCC3)CC2)cc(OC)c1OC,-5,1,-2,-1,13,0,-1
CCC(=O)N1C[C@@H](C)[C@H](OC)CN(C)C(=O)c2cc(NC(=O)c3ccc(F)cc3)ccc2OC[C@H]1C,0,?,0,29[16.7 µM],-5,3,7
CN1CCN(C(=O)c2cccc(-c3cc(O)c4ncccc4c3)c2)CC1,75*,3,-2,11,-2,4,.
O=C(CNC(=O)c1ccccc1F)NC1=NCCS1,-2,8,-6,-8,-3,1,-3
CCOC(=O)Cc1cc(=O)c2cc(C)ccc2[nH]1,-2,2,1,-8,6,0,-2
O=C(NCC1CC1)[C@@H]1[C@@H](CO)[C@@H]2Cn3c(ccc(-c4cccc(F)c4)c3=O)[C@@H]2N1CC1CCCC1,.,.,2,-7[16.7 µM],28,.,.
C[C@H]1CN([C@@H](C)CO)C(=O)c2cc(C3=CCCCC3)cnc2O[C@@H]1CN(C)C(=O)c1cccc(F)c1,28,7,-3,12[16.7 µM],20,7,0
CCC1(C)CC(c2csc(N)n2)CCO1 (configuration not stated),2,.,1,-11,-8,-1,.
N#Cc1cnn2cc(-c3ncc(C(F)(F)F)cc3Cl)cnc12,-23,.,29,-3,-2,8,.
CC(=O)Oc1ccc(S(=O)(=O)c2ccc(OC(C)=O)cc2)cc1,7,-4,-8,1,-7,-10,0
CC(C)CC#Cc1ccc2c(c1)O[C@@H](CN(C)C(=O)c1cccc(F)c1)[C@H](C)CN([C@@H](C)CO)S2(=O)=O,12,-3,10,11[16.7 µM],-28,3,22*

# Full records, quoted from the list.
# CC(C)CC#Cc1ccc2c(c1)O[C@@H](CN(C)C(=O)c1cccc(F)c1)[C@H](C)CN([C@@H](C)CO)S2(=O)=O as listed: ARNT-TACC3 inh = 12; ERp5 block = -3; esBAF inh = 10; miR-122 sensor = 11[16.7 µM]; Statin myotox sup = -28; Cneo AK release = 3; SIRT5 inh = 22*
# O=C(NC[C@@H]1[C@@H](c2ccccc2)[C@H](CO)N1C(=O)Cc1cccnc1)C1CCC1 as listed: ARNT-TACC3 inh = -2; ERp5 block = .; esBAF inh = -1; miR-122 sensor = 7[16.7 µM]; Statin myotox sup = -5; Cneo AK release = -1; SIRT5 inh = .

# Shown as a hit in ERp5 block (from the list above):
molecule	ARNT-TACC3 inh	ERp5 block	esBAF inh	miR-122 sensor	SIRT5 inh
COc1ccc(NC(=O)N(C)C[C@H]2Oc3ccc(NS(=O)(=O)c4ccccc4)cc3C(=O)N([C@@H](C)CO)C[C@@H]2C)cc1	-3	33*	-1	-6[16.7 µM]	-1

# Back to the main list, repeating the two entries before the break.
SMILES,ARNT-TACC3 inh,ERp5 block,esBAF inh,miR-122 sensor,Statin myotox sup,Cneo AK release,SIRT5 inh
CC(=O)Oc1ccc(S(=O)(=O)c2ccc(OC(C)=O)cc2)cc1,7,-4,-8,1,-7,-10,0
CC(C)CC#Cc1ccc2c(c1)O[C@@H](CN(C)C(=O)c1cccc(F)c1)[C@H](C)CN([C@@H](C)CO)S2(=O)=O,12,-3,10,11[16.7 µM],-28,3,22*
O=C(C[C@H]1CC[C@H](NC(=O)Nc2cc(F)ccc2F)[C@H](CO)O1)Nc1ccccc1,-9,5,-1,.,2,-1,1
CCOC(=O)C1(CC)Oc2ccccc2C(c2ccc(OC)cc2)=C1C(=O)OC (configuration not stated),2,1,-1,-6,4,-1,-4
O=C(c1cc(=O)[nH]c2ccccc12)N1CCN(S(=O)(=O)c2ccc3ccccc3c2)CC1,-5,.,0,-3,-4,-1,.
c1coc(-c2cc3nc(NC4CCCCC4)ccn3n2)c1,.,3,40,3,12,-3,.
Cc1c(NS(=O)(=O)c2cc([N+](=O)[O-])ccc2Cl)c(=O)n(-c2ccccc2)n1C,6,1,1,.,-3,.,2
N#CCc1nc2n(n1)Cc1ccccc1-2,6,.,-5,-1,-11,-4,.
COC(=O)CN1C(=O)Nc2ccc(Br)cc2C1c1ccccc1 (configuration not stated),3,.,-4,17,0,-3,.
CC(C)CNC(=O)C(=O)NNC(=O)c1ccco1,.,4,.,-5,.,.,-4
O=C(CCC1CCCN(Cc2ccc3c(c2)CCO3)C1)NCc1ccc(F)c(F)c1 (configuration not stated),-10,3,0,6,6,1,2
CN1c2ccsc2/C(=N/Nc2ccccc2)CS1(=O)=O,-5,-1,58*,14,-16,-3,-3
O=C(O)COc1ccccc1/C=N/NC(=O)CSc1nc2ccccc2c(=O)n1-c1ccccc1,-1,-9,2,13,-2,0,-4
CCCC(c1nnnn1Cc1ccc(F)cc1)N1CCN(C2CCCCC2)CC1 (configuration not stated),-3,.,-4,1,-7,2,.

# Arranged by molar mass (smallest number first): some entries from above
SMILES,ARNT-TACC3 inh,ERp5 block,esBAF inh,miR-122 sensor,Statin myotox sup,Cneo AK release,SIRT5 inh
CC(C)CNC(=O)C(=O)NNC(=O)c1ccco1,.,4,.,-5,.,.,-4
CCOC(=O)C1(CC)Oc2ccccc2C(c2ccc(OC)cc2)=C1C(=O)OC (configuration not stated),2,1,-1,-6,4,-1,-4
CCCC(c1nnnn1Cc1ccc(F)cc1)N1CCN(C2CCCCC2)CC1 (configuration not stated),-3,.,-4,1,-7,2,.
O=C(CCC1CCCN(Cc2ccc3c(c2)CCO3)C1)NCc1ccc(F)c(F)c1 (configuration not stated),-10,3,0,6,6,1,2
O=C(C[C@H]1CC[C@H](NC(=O)Nc2cc(F)ccc2F)[C@H](CO)O1)Nc1ccccc1,-9,5,-1,.,2,-1,1
